Screening data (PubChem)
HTR5A ag ctr: HTR5A agonists in luminescence cell assay, primary screen, counter-screen for OPRM1-OPRD1 heterodimer agonist project, full-deck HTS. 5-hydroxytryptamine receptor 5A (Homo sapiens), P47898. cell-based. activation, % at 9.3 µM. actives 0.61% (n = 340,000). AID 504692, 2011; in the data active means activation mostly above about 9.5%, no sharp cut-off; inactive means mostly below about 7.6%;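 further: 0% = cells with vehicle only and 100% = reference agonist; strong numbers were not always called active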
Target sequence (P47898 whole entry, looked up): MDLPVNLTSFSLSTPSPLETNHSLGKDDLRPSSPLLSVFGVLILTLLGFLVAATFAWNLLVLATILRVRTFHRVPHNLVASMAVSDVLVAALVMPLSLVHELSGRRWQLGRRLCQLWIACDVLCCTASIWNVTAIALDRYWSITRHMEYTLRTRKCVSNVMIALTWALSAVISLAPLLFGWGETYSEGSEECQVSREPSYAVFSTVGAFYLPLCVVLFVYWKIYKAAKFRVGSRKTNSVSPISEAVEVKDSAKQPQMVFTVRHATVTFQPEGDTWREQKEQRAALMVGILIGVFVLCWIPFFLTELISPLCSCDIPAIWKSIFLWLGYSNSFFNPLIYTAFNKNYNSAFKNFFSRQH
OPRM1-OPRD1 ag: agonists of OPRM1-OPRD1 heterodimerization, primary screen, cell-based, luminescence; AID 504326, 2011; activation, % at 9.3 µM; cells; actives 0.3% (n = 340,000); Mu-type opioid receptor (Homo sapiens) + Delta-type opioid receptor (Homo sapiens), …; in the data active means activation above about 18%;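 further: 0% = vehicle-treated cells and 100% = reference agonist; values of inactives mirror those of a sister screen read the other way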
MOR-DOR inv ag: inverse agonists of MOR-DOR heterodimerization, primary screen, cell-based, luminescence | Mu-type opioid receptor (Homo sapiens) + Delta-type opioid receptor (Homo sapiens), … | AID 504357, 2011 | actives 0.21% (n = 340,000) | cell-based MOR-DOR heterodimer luminescence, inverse agonism | inhibition, % at 9.3 µM; in the data active means inhibition above about 22%, passing the limit was not always enough;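 further: 0% = cells with DMSO and 100% = wells without cells with DMSO; values of inactives mirror those of a sister screen read the other way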
Keap1-Nrf2 PPI: Keap1-Nrf2 protein-protein interaction inhibitors, primary screen, biochemical, fluorescence polarization, single point; Keap1 Kelch-Nrf2 peptide fluorescence polarization, 1536-well; inhibition, % at 9.4 µM; actives 0.15% (n = 340,000); in the data active means inhibition above about 12%; inconclusive means no clear call, values can overlap the other calls; inactive means below about 7.3%;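 further: human Keap1 Kelch domain with fluorescein labeled Nrf2 9mer peptide probe; 0% = neutral control wells and 100% = peptide positive control; higher means more block of Keap1 binding to Nrf2 peptide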
Target sequence (Q14145 whole entry, looked up, the tested form may be a part): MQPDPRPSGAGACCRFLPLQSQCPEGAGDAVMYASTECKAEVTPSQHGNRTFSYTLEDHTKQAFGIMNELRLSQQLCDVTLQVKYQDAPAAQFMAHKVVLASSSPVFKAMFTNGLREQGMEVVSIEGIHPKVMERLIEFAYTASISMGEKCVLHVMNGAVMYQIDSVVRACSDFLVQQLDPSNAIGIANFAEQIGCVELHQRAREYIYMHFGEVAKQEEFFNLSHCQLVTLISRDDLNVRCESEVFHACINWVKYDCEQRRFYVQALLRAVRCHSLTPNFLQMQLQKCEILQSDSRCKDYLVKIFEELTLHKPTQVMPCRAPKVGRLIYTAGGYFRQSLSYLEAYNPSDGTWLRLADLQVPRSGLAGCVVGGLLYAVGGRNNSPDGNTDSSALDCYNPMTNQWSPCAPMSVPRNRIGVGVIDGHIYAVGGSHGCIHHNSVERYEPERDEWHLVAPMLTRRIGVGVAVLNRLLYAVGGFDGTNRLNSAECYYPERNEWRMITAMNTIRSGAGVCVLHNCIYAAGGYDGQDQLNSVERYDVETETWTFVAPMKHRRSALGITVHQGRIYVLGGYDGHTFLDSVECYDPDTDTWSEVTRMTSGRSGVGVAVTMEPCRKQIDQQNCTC
CAL PDZ FP: untagged CAL PDZ binding inhibitors, primary screen, biochemical, fluorescence polarization, HTS; purified CAL PDZ, TMR-peptide fluorescence polarization, 1 h; actives 0.92% (n = 300,000); AID 602252, 2012; inhibition, % at 24.9 µM; Golgi-associated PDZ and coiled-coil motif-containing protein (Homo sapiens), Q9HD26;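 active means mean inhibition of at least 30% with at least half of replicates also reaching 30%; inconclusive means no clear call, values can overlap the other calls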;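 further: 0% = DMSO neutral control and 100% = excess unlabeled competitor peptide PRC23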
RTF Ca sens act: cardiac RTF calcium sensitivity activators, primary screen, biochemical, IANBD-TnC fluorescence, EC20 calcium. activation, % at 7.2 µM. actives 0.24% (n = 340,000). IANBD-labeled TnC RTF fluorescence at EC20 calcium; 0% EC20 calcium, 100% full calcium. AID 493008, 2010;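 active means activation above the mean over all tested compounds plus 3 SD, cut at about 30% in these data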;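 further: rise in fluorescence read as greater calcium sensitivity of cardiac thin filaments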
HTR5A inv ctr: HTR5A inverse agonists in luminescence cell assay, primary screen, counter-screen for OPRM1-OPRD1 heterodimer inverse agonist project, full-deck HTS | 5-hydroxytryptamine receptor 5A (Homo sapiens), P47898 | HTR5A cell line, inverse agonism | inhibition, % at 9.3 µM | actives 0.083% (n = 340,000) | AID 504634, 2011; in the data active means inhibition mostly above about 23%, no sharp cut-off; inactive means mostly below about 18%;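 further: 0% = cells with DMSO and 100% = no-cell wells with DMSO; some compounds called inactive have numbers as strong as hits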
V-ATPase pHluor: regulators of yeast V-ATPase proton pumping, primary screen, pHLuorin cytosolic pH fluorescence | response, % at 10 µM | actives 0.37% (n = 350,000) | S. cerevisiae; in the data active means response mostly above about 7.3%, no sharp cut-off; inactive means mostly below about 5.4%; further: actives read high; inactives centre near 0; some compounds called inactive have numbers as strong as hits; reference of the scale not given here
Cardiac RTF inh: cardiac RTF calcium sensitivity inhibitors, primary screen, biochemical, IANBD-TnC fluorescence, EC70 calcium. Troponin I, cardiac muscle (Homo sapiens) + Troponin T, cardiac muscle (Homo sapiens) + …. AID 493244, 2011. inhibition, % at 7.15 µM. IANBD-labeled cardiac RTF, Ca2+ fluorescence. actives 0.12% (n = 340,000);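 active means inhibition above the mean inhibition of all tested compounds plus 3 SD, cut at about 17% in these data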;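 further: assay run at fixed EC70 calcium of 1.6 mM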
C-LANA FP: inhibitors of KSHV C-LANA binding to DNA, primary screen, biochemical, fluorescence polarization, FAM-LBS DNA, MBP-C-LANA, single point; Kaposi's sarcoma herpesvirus LANA C-terminal domain (residues 932-1162) DNA binding; inhibition, % at 9 µM; actives 0.078% (n = 340,000);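 active means highest replicate inhibition at or above 60% at 9 µM, even if other replicates fall short; inactive means all replicates below 60% inhibition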;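 further: 0% = neutral control wells and 100% = 4 µM acridine orange control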
Numbers without * were called inactive; ? = inconclusive; . = no result given. Rows are unselected. Share with any hit: about 2.8%.

SMILES | HTR5A ag ctr | OPRM1-OPRD1 ag | MOR-DOR inv ag | Keap1-Nrf2 PPI | CAL PDZ FP | RTF Ca sens act | HTR5A inv ctr | V-ATPase pHluor | Cardiac RTF inh | C-LANA FP
CC(C(=O)NCC1CCCO1)c1ccc([N+](=O)[O-])cc1 (stereo not drawn) | 1 | -5.8 | 27 | 4 | 1 | 5 | 1 | -5 | -23 | -0.9
O=C(CCl)Nc1cccc(S(=O)(=O)NC2=NCCCCC2)c1 | 4 | 0.3 | -1 | 0 | . | 5 | 3 | 4 | -14 | 0.0
O=C(N/N=C/c1ccc(F)cc1)c1ccncc1 | 2 | -0.8 | 4 | -5 | -3 | 2 | -7 | 1 | -2 | -2.8
COc1cccc(C(=O)Oc2cc(N)n(S(=O)(=O)c3ccc(C)cc3)n2)c1OC | 1 | 0.3 | -1 | -6 | -5 | 0 | -1 | -2 | -14 | -2.4
O=C(NCc1ccc(Cl)cc1)C(=O)NCC(c1ccco1)N1CCOCC1 (stereo not drawn) | 3 | 4.0 | -22 | -8 | 3 | 5 | 7 | -6 | -6 | 3.0
N#CC1=C2SCN(Cc3ccccc3)CN2C(=O)CC1c1ccccc1F (stereo not drawn) | 7 | -0.2 | 1 | ? | -3 | 1 | -35 | 0 | -5 | 0.1
COC(=O)c1c(NC(=O)c2ccc(Br)o2)sc(C)c1C | -1 | -0.3 | 1 | -1 | -3 | 4 | 4 | 0 | -1 | -0.7
CN(C)CCN1C(=O)C(=O)/C(=C(/O)c2ccc(OCc3ccccc3)cc2)C1c1ccncc1 (stereo not drawn) | 4 | -1.7 | 10 | -3 | -2 | 5 | 1 | 4 | -2 | -1.4
COc1ccccc1-n1cc(CN2CCN(C3CCCC3)C(CCO)C2)cn1 (stereo not drawn) | 1 | 0.7 | -4 | -5 | -2 | 2 | -1 | -1 | -12 | -0.1
COc1ccccc1N1CCN(C(=O)CN(CCc2ccccc2)S(C)(=O)=O)CC1 | -5 | -1.8 | 10 | -3 | -1 | -1 | 14 | 1 | -9 | 0.5
CCOC(=O)c1c(-c2ccc(OC)cc2)csc1NC(=O)CCN1C(=O)c2ccccc2C1=O | 4 | 0.0 | 0 | 1 | -3 | 0 | -46 | -4 | -3 | -2.6
CC1CN(C(=O)c2cc(COc3c(F)cccc3F)on2)CCN1C (stereo not drawn) | 1 | -3.6 | 18 | -4 | . | -3 | -2 | -1 | 0 | 3.4

Continued, starting with the last 2 of the part before.
SMILES | HTR5A ag ctr | OPRM1-OPRD1 ag | MOR-DOR inv ag | Keap1-Nrf2 PPI | CAL PDZ FP | RTF Ca sens act | HTR5A inv ctr | V-ATPase pHluor | Cardiac RTF inh | C-LANA FP
CCOC(=O)c1c(-c2ccc(OC)cc2)csc1NC(=O)CCN1C(=O)c2ccccc2C1=O | 4 | 0.0 | 0 | 1 | -3 | 0 | -46 | -4 | -3 | -2.6
CC1CN(C(=O)c2cc(COc3c(F)cccc3F)on2)CCN1C (stereo not drawn) | 1 | -3.6 | 18 | -4 | . | -3 | -2 | -1 | 0 | 3.4
C=CCn1c(SCC(=O)O)nnc1-c1ccc(C(C)(C)C)cc1 | 0 | -1.4 | 6 | -6 | -3 | 2 | 21 | -1 | 3 | -1.5
CN=C1C=C/C(=N/N=c2\ccn(O)cc2C)C=C1C | -8 | -6.6 | 30 | -3 | -2 | -17 | 28 | -1 | 9 | -2.0
CCC(Sc1nc2ccccc2s1)C(=O)Nc1cc(C)on1 (stereo not drawn) | -1 | -2.6 | 15 | 0 | 2 | 3 | 7 | -2 | 2 | 1.2
Cc1sc2nc(CSCC(=O)N(C)CC(=O)Nc3ccc(F)cc3)[nH]c(=O)c2c1C | 5 | -1.5 | 8 | -20 | -7 | -3 | -12 | 7 | -15 | -1.3
CCOC(=O)c1sc(Nc2cccc(Cl)c2)nc1C | 3 | 2.2 | -11 | 1 | -4 | -4 | 8 | -4 | 3 | 0.7
CC1=CC(C)(C)N=C(NC#N)N1 | -1 | -1.5 | 8 | 0 | 4 | 2 | 2 | -3 | -6 | 1.6
N#CC1(NC(=O)COc2ccc(C(N)=O)cc2)CCCC1 | -5 | -1.5 | 6 | 1 | -1 | 6 | 13 | -1 | -14 | -0.8
Cc1ccn2c(Nc3ccc4c(c3)OCO4)c(-c3ccc(O)cc3)nc2c1 | 0 | 1.7 | -9 | -4 | 0 | -1 | -25 | -2 | -4 | -0.3
CCN(CC)S(=O)(=O)c1cccc2cc(C(=O)O)c(O)cc12 | 0 | -0.6 | 3 | -6 | -2 | 11 | 0 | 2 | -10 | 0.5
CC(=O)c1ccc(OC(=O)CN2C(=O)c3ccccc3C2=O)cc1 | -4 | -1.1 | 5 | -1 | -4 | 7 | 16 | 0 | -4 | 1.1
CCOc1ccccc1C(=O)NCC(=O)NCC1CCCCC1 | 4 | -1.3 | 9 | 2 | -2 | -2 | 10 | -2 | 13 | -1.8
COc1cc(C(=O)NC(=S)Nc2ccc(Cc3ccncc3)cc2)cc(OC)c1OC | -1 | -2.0 | 11 | -7 | -6 | 7 | 5 | 4 | -10 | 0.3
Oc1cccc2ccc(Nc3ccccn3)nc12 | 16* | 0.5 | -3 | 4 | -2 | -1 | 22 | 1 | -4 | -0.3
Cc1ccccc1NC(=O)COC(=O)CCc1c[nH]c2ccccc12 | 1 | -1.6 | 6 | 2 | -1 | 1 | -2 | 2 | 0 | -0.1
COc1ccccc1-n1c(SCC(=O)NC2CCCC2)nc2cccnc21 | 4 | -1.3 | 8 | -2 | -5 | 5 | 5 | 3 | 4 | -0.3
CCC1C(=O)N=C(SCC(=O)Nc2ccc(C)cc2)N(c2ccccc2)C1=O (stereo not drawn) | 0 | -0.4 | 2 | -2 | 7 | -3 | -6 | -1 | -23 | -1.5
CN(c1ccc(OCC(=O)OCC(=O)Nc2cccc([N+](=O)[O-])c2)cc1)S(=O)(=O)c1ccc(F)cc1 | 3 | -0.3 | 2 | 1 | . | 2 | -7 | -2 | 12 | -0.1
O=C1CC(c2cccc([N+](=O)[O-])c2)c2cc3c(cc2N1)CCC3 (stereo not drawn) | -1 | 0.4 | -2 | 3 | . | -3 | 2 | -1 | -5 | 3.0
CC(C)CNC(CC(=O)Nc1cccc([N+](=O)[O-])c1)C(=O)O (stereo not drawn) | -1 | 0.1 | -1 | -3 | 1 | 2 | 5 | 1 | 4 | 1.6
Cc1cc2ccccc2n1CCNC(=O)c1ccc(S(=O)(=O)N2CCCCC2)cc1 | 3 | -2.4 | 14 | -6 | -1 | 13 | -27 | 3 | -6 | -2.6
CCOc1ncccc1C(=O)NCC(c1ccccc1)N(C)C (stereo not drawn) | 1 | 7.0 | -36 | -3 | 3 | 2 | -14 | 5 | -10 | 2.4
CC(C)C(=O)Nc1cccc(NC(=O)c2cc3ccccc3o2)c1 | 4 | -1.1 | 7 | 6 | -5 | -3 | -10 | -1 | 4 | 1.1
CN(C(=O)COC(=O)CNC(=O)C1CCCCC1)c1ccccc1 | 2 | -2.5 | 10 | 1 | 0 | 0 | -5 | -3 | -1 | 0.2
Cc1nc2sc(-c3ccccc3)cc2c(=O)n1/N=C/N(C)C | 3 | -1.1 | 8 | 0 | 0 | 0 | -8 | -4 | -8 | -0.4
O=C(Nc1ccc(S(=O)(=O)NCCc2ccccc2)cc1)c1ccc(Br)o1 | -1 | -0.7 | 4 | -2 | -1 | -6 | -14 | -3 | -7 | 1.4
O=C1C2CC=C(Cl)CC2C(=O)N1CN(Cc1ccco1)CN1C(=O)C2CC=C(Cl)CC2C1=O (stereo not drawn) | 2 | -3.7 | 15 | -5 | . | -1 | 17 | 3 | 3 | 0.0
COc1ccc(CNC(=S)Nc2ccccc2C)cc1 | 3 | -2.1 | 11 | -2 | 2 | 3 | -7 | 3 | -3 | -1.2
CCOc1ccc(NC(=O)CN(C)C(=O)CCNC(=O)c2ccco2)cc1OCC | 4 | -3.3 | 14 | 6 | -2 | -5 | -11 | -2 | 1 | -1.3
CN1CCCN(Cc2ccccc2Br)CC1 | 2 | -3.5 | 17 | -6 | 0 | -3 | -7 | 0 | -4 | 0.6
COc1ccc(OC)c(CN2CCN(C(=O)c3cccc(S(=O)(=O)Nc4ccc(F)cc4)c3)CC2)c1 | 0 | -1.4 | 5 | -3 | 4 | 3 | -6 | -3 | -7 | 1.4
C/C(=C\C(=O)c1ccc(Br)cc1)NCc1ccc2c(c1)OCO2 | 5 | -2.5 | 14 | -5 | 0 | 7 | -14 | 1 | 0 | -1.8
CN(C)c1cc(-c2ccc(Cl)c(Cl)c2)oc(=O)c1Cl | -4 | -3.1 | 16 | 1 | . | 5 | -4 | -3 | 0 | 0.2
CCc1nnc(NC(=O)c2ccc(-c3cc(C(F)(F)F)ccc3Cl)o2)s1 | 0 | -1.5 | 8 | -5 | . | -2 | -1 | -1 | -12 | 0.5
CCOc1ccc(NC(=O)CSc2nnc(-c3ccccc3Cl)n2Cc2ccco2)cc1 | 3 | -2.0 | 9 | -3 | 0 | 1 | 23 | 1 | -5 | -0.9
Nc1c(C(=O)N/N=C/c2ccc([N+](=O)[O-])cc2)cnn1-c1ccccc1 | 2 | 14 | -68 | 0 | -2 | 0 | -5 | -3 | -2 | -0.9
CN(CCC#N)C(=O)COC(=O)c1cc(Cl)cc(Cl)c1N | 2 | -1.9 | 9 | -2 | -2 | 6 | -5 | 8 | 6 | -0.5
O=C(NC1CCCC1)C1CC(=O)N(C2CCCCCCC2)C1 (stereo not drawn) | -1 | -1.2 | 7 | 4 | -3 | 1 | -3 | 0 | -5 | 0.8
O=C(COc1coc(CN2CCc3ccccc32)cc1=O)NCCc1ccccc1 | 3 | -2.2 | 11 | 2 | -2 | 0 | -5 | -9 | 10 | 1.2
O=C(CN1CCN(c2ncccn2)CC1)Nc1ccccc1-n1cccc1 | 4 | 2.5 | -14 | 0 | 0 | 1 | -10 | 2 | -6 | -1.1
CC(C)(C)c1ccc(NC(=O)CCNC(=O)c2ccco2)cc1 | 7 | -1.7 | 9 | -3 | -4 | -6 | -18 | 1 | -2 | 1.8
CC1=C(C(=O)N2CCOCC2)C(c2ccc(Br)cc2)NC(=S)N1c1ccccc1 (stereo not drawn) | 0 | -1.6 | 8 | -5 | -4 | 1 | 11 | 5 | -11 | -0.2
Cc1nn(CCC(=O)NCCc2ccccc2Cl)c(=O)c2nn(-c3ccccc3)c(C)c12 | -1 | -0.4 | 2 | -2 | 6 | -3 | -14 | -2 | -4 | -1.0
Cc1[nH]c2ccccc2c1-c1csc(NC(=O)CSCC(=O)O)n1 | -3 | -1.3 | 6 | -3 | -1 | 0 | 1 | 8 | -18 | 0.1
